Screens: PubChem BioAssay, several laboratories
TROY signal inh = inhibitors of TROY-dependent NF-kB signaling | Q293 LMP1-TROYcd NF-kB luciferase reporter, 4 h | AID 1347056 | inhibition, % at 10 µM | hit rate 0.98% among 360,000;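 active means compounds whose plate-normalised and pattern-corrected inhibition of the luciferase reporter signal at the single screening dose is 50% or more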
Peg3 prom inh = reduces Peg3 promoter-driven luciferase expression in HeLa; HeLa PEG-Prom luciferase reporter, luminescence, overnight; inhibition, % at 20 µM; hit rate 1.7% among 360,000;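 active means inhibition of at least 50% at 20 µM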
TRPM1 prom inh = MITF TRPM1 promoter inhibition in SK-MEL-5 cells. SK-MEL-5 TRPM1 promoter luciferase, 24 h. inhibition, % at 12.5 µM. hit rate 0.83% among 330,000. AID 488899;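 active means mean inhibition across replicates of 60% or more, whatever share of single replicates reaches that level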; further: values of inactives mirror those of a sister screen read the other way
TWEAK-Fn14 inh = inhibitors of TWEAK-Fn14 interaction signaling | TWEAK-stimulated Fn14 reporter cells, luciferase luminescence, 8 h | inhibition, % at 10 µM | hit rate 2% among 360,000 | AID 1159606; in the data active means inhibition above about 50%
Shn3 3UTR inh = inhibitors of Schnurri-3 3'UTR reporter in osteoblasts | Clone20 osteoblast Shn3 3'UTR firefly luciferase, 24 h | inhibition, % at 12.5 µM | hit rate 0.52% among 360,000 | AID 588674;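 active means mean inhibition of at least 75% with every replicate also reaching 75%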;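 further: 0% = median of neutral control wells and 100% = pilot-screen positive control compound; some compounds past the cut are filed as inactive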
C8 TRAIL sens = sensitizes caspase-8 expressing cells to TRAIL | NB7+C8 cells + TRAIL, ATPlite viability luminescence | inhibition (viability loss, TRAIL sensitization), % at 10 µM | hit rate 1% among 360,000 | AID 624354;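 active means compounds causing at least 50% loss of cell viability in the single-dose screen, relative to plate controls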
CF NFkB block = blocks PAF-induced NF-kB reporter in cystic fibrosis cells | KKLEB NF-kB-GFP reporter, GFP fluorescence overnight | inhibition, % at 5 µM | AID 588850 | hit rate 0.86% among 360,000;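 active means at least 50% inhibition at 5 µM, scaled per plate between neutral and stimulator controls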;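 further: PAF is a Pseudomonas aeruginosa culture filtrate used as stimulus; plate controls were PAF-stimulated DMSO wells for no effect and unstimulated DMSO wells for full effect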
KKLEB cytotox = reduces viability of KKLEB cystic fibrosis airway cells | KKLEB CF airway cells viability, ATPlite luminescence, overnight; stronger effect = lower value; cells stimulated with P. aeruginosa culture filtrate | activity change (cytotoxicity), % at 5 µM | hit rate 0.36% among 360,000 | AID 602141;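 active means corrected activity change at or below -50% at 5 µM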
HIF-2a block = blocks HIF-2a reporter activity | hit rate 0.72% among 360,000 | inhibition, % at 18.8 µM | 786-0 RCC cells HIF-2a reporter, luciferase luminescence, overnight;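 active means inhibition of the luminescence signal of 40% or more relative to plate controls, in a single-dose primary screen at 18.75 µM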
NR2E3 ag-1 = human photoreceptor-specific nuclear receptor agonism; Q9Y5X4; AID 602229; hit rate 0.35% among 360,000; CHO-S Gal4-NCOR/VP16-NR2E3 two-hybrid, luciferase; inhibition of corepressor binding, % at 3.98 µM;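 active means inhibition above the mean of all tested compounds plus 3 SD, cut at about 70% in these data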;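 further: 0% = DMSO with NR2E3 transfected cells and 100% = cells lacking NR2E3 construct; higher means lower luciferase signal from less NR2E3 corepressor binding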
Target sequence (Q9Y5X4 whole entry, looked up, the tested form may be a part): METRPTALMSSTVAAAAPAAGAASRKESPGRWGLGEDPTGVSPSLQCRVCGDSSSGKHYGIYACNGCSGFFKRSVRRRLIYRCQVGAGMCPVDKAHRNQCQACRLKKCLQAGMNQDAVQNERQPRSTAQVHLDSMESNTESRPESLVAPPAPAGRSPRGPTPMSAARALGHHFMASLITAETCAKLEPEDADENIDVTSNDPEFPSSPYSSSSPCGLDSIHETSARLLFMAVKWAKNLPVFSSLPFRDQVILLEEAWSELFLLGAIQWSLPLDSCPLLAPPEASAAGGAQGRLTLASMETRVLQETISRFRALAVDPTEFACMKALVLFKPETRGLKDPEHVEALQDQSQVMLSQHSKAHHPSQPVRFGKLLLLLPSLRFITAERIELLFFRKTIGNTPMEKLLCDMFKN
NR2E3 ag-2 = activates human photoreceptor nuclear receptor NR2E3; AID 2300; inhibition of corepressor binding, % at 4.78 µM; GST-NR2E3/biotin-RetCOR TR-FRET, 1536-well; hit rate 0.12% among 320,000; Q9Y5X4;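 active means percent inhibition above the cutoff of mean plus 3 SD of all tested compounds, set per screening campaign, cut at about 20% in these data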;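 further: 0% = DMSO wells and 100% = biotin wells as full block of FRET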
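Test system: GST-NR2E3 and biotin-RetCOR proteins | Quantity: 1.35 nM GST-tagged NR2E3 final | Medium: Tris pH 7.5 | Also added: 7 nM biotin-RetCOR | Dosing: Compound at 4.8 µM, single dose | Timing: 5 h at 4 °C | Detection: Time-resolved FRET | Read-out basis: Percent inhibition | Benchmarks: Biotin wells as high control, 0.6% DMSO wells as low control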
An asterisk follows results filed as active; · = not tested or not shown.

SMILES	TROY signal inh	Peg3 prom inh	TRPM1 prom inh	TWEAK-Fn14 inh	Shn3 3UTR inh	C8 TRAIL sens	CF NFkB block	KKLEB cytotox	HIF-2a block	NR2E3 ag-1	NR2E3 ag-2
COc1ccc(OCC(O)CNC(=O)Nc2cc(F)ccc2C)cc1 (stereo not drawn)	-5	15	7	7	0	-5	12	-4	22	9	2
Cc1ccc(C)c2[nH]c(=O)c(CN(Cc3ccc4c(c3)OCO4)Cc3nnnn3Cc3ccco3)cc12	9	10	-8	-9	-1	1	-9	-11	10	-1	-2
O=C(c1cccc([N+](=O)[O-])c1)N1CCCC(C(=O)N2CCCCC2)C1 (stereo not drawn)	2	-1	2	15	4	3	-6	6	10	-10	-1
COC(=O)c1ccc(N2C(=O)Nc3ccccc3N2O)cc1	-13	-5	2	-20	20	4	-2	7	-5	-6	-1
O=C(OCC(=O)N1CCCc2ccccc21)c1c(F)cccc1F	-37	-134	-31	-13	-19	4	-13	4	-8	-27	1
CCc1nc(N)c(C#N)c(-c2ccc(OC)c(OC)c2)c1C	3	15	6	-24	20	3	-5	-4	6	-21	-2
COc1ccc(-n2c(SCc3ccc([N+](=O)[O-])cc3)nnc2-c2ccccc2)cc1	16	29	4	3	-4	-13	-10	3	28	-4	2
COc1ccccc1NC(=O)CNC(=O)CC12CC3CC(CC(C3)C1)C2	2	-14	1	6	-4	-13	17	-30	26	32	·
O=C(NCCc1ccccc1)C1CC(=O)N(C2CCCCCC2)C1 (stereo not drawn)	-3	-46	1	41	1	12	-3	3	-17	17	1
Cc1[nH][nH]c(=O)c1C(c1c(C)[nH][nH]c1=O)c1cn(Cc2ccccc2Cl)c2ccccc12	16	56*	28	29	5	-1	68*	-37	14	-20	·
Cc1nc2nc(-c3cccnc3)nn2c(C)c1Cl	-43	-55	-8	-23	-54	7	-23	3	-102	-41	-2
COc1ccc(C(=O)N2CCC(C)(C(=O)O)C2)cc1OC (stereo not drawn)	-1	-13	·	-7	8	-17	6	0	2	19	·
CC1(C(=O)NS(=O)(=O)c2cccc(Cl)c2)CCN1C(=O)C1(c2ccc(Cl)cc2)CC1 (stereo not drawn)	18	1	·	0	-28	-17	-22	10	0	10	·
Cc1nc(NC(=O)/C=C/c2ccccc2)sc1C(=O)Nc1ccc(Cl)cc1	-2	53*	29	-30	57	18	34	-41	34	-8	-1
COc1ccc(S(=O)(=O)N2CCCCCC2)cc1C(=O)Nc1cccc(C)n1	-14	8	8	5	12	19	11	4	7	-4	-2
CCc1ccc(/C=C2\Oc3c(ccc(O)c3CN3CCN(C)CC3)C2=O)cc1	-17	6	-6	16	-56	13	-8	2	13	2	-2
Cc1cc(Cl)ccc1OCCCC(=O)NCC1CCCO1 (stereo not drawn)	-11	14	-3	4	1	2	16	-5	-10	0	-1
CC(=O)c1c(C(C)=O)c(C)n(-c2ccc(N)c(C)c2)c1C	2	2	-6	9	-5	-12	-7	0	2	-6	-4
COC(=O)C1CCN(S(=O)(=O)CCNC(=O)c2ccc(F)cc2)CC1	-32	5	0	-2	7	5	-10	6	10	-13	1
CCOC(=O)CCc1c(C)c2ccc(OC3CCCCC3=O)cc2oc1=O (stereo not drawn)	-26	-38	-17	2	-41	-1	18	-2	-19	-16	-5
Cc1cc(C)nc(/N=C(\N)N2CCCCCC2)n1	-8	1	10	-15	0	-2	-6	9	11	-2	-3
CCCCN1CC(N2CCN(CCO)CC2)CS1(=O)=O (stereo not drawn)	-5	-24	·	-10	7	18	-56	19	-2	1	·
COc1cc(NC(=O)Cc2ccccc2)ccc1NC(=O)c1ccccc1	-27	-9	-5	-9	9	-13	5	-6	-19	1	1
CCC(=NC1CC(C)(C)NC(C)(C)C1)C1=C(O)CC(C)(C)CC1=O	-1	-4	-9	9	-10	-8	-7	2	-1	-43	0
O=C(CSc1nc2ccccc2[nH]1)NCc1ccco1	-18	-48	-9	19	-26	-1	-12	-1	-76	-17	1
CCC1=NN(C(=O)Cc2ccc([N+](=O)[O-])cc2)C(O)(C(C)(C)C)C1 (stereo not drawn)	5	16	3	-1	3	-7	4	0	14	9	4
CC(C)Cc1ccc(S(=O)(=O)N2CCN(C(=O)c3ccco3)CC2)cc1	7	3	5	-2	41	11	10	-2	8	16	1
Cc1ccc(S(=O)(=O)N2CCN(C(=O)COC(=O)/C=C/c3ccc(OC(F)F)cc3)CC2)cc1	17	-8	3	14	9	7	8	12	9	-25	·
CC(O)CNc1nc2c(c(=O)n(Cc3cccc(Cl)c3)c(=O)n2C)n1C (stereo not drawn)	0	18	5	17	16	1	-5	-2	16	-30	2
CCOc1ccc(CCNC(=O)c2cc(C)on2)cc1OCC	-12	6	-9	6	-10	9	6	-17	9	0	2
Cc1ccc(C(=O)NC2CCS(=O)(=O)C2)cc1S(=O)(=O)N1CCCCC1 (stereo not drawn)	-19	18	-3	24	2	-5	9	-5	2	21	3
Cc1ccc(C2(C)NC(=O)N(CC(=O)NC3CCCCC3)C2=O)cc1 (stereo not drawn)	-4	0	-5	-6	-16	16	-4	-4	-2	-1	·
CCCNc1c(NS(=O)(=O)c2ccc(OC)c(OC)c2)c(=O)oc2ccccc12	6	7	7	3	8	7	-18	3	-3	5	0
Cc1cc(C)n(C(=O)Cn2nc([N+](=O)[O-])cc2C)n1	-1	7	-5	6	3	-5	-5	2	15	-34	0
O=C1CC(N2CCN(c3ccccc3)CC2)C(=O)N1c1cccc(Cl)c1 (stereo not drawn)	20	0	1	-21	18	4	5	12	16	-20	4
COP(=O)(OC)c1nc(-c2ccc([N+](=O)[O-])cc2)oc1N1CCCCC1	-6	11	0	3	-1	8	3	0	0	21	1
CC(=O)O[C@H]1CC[C@@]2(C)C(=CC[C@H]3[C@@H]4CC[C@H](C(C)=O)[C@@]4(C)CC[C@@H]32)C1	5	18	-9	-12	87*	-11	16	6	-3	4	-4
CC1(C)CC(NC(=O)c2cccc3ccccc23)CC(C)(C)N1	-6	-7	7	-18	3	2	0	0	7	-14	2
CCCC(NC(=S)NCC1CCCO1)C12CC3CC(CC(C3)C1)C2 (stereo not drawn)	5	27	-4	34	6	-8	2	31	22	-2	-4
C[C@H]1NS(=O)(=O)c2cc(Cl)ccc2O[C@@H]1c1ccccc1	3	8	·	17	8	12	8	-5	10	-37	·
OCCN1CCN(CC(O)COc2ccc(C34CC5CC(CC(C5)C3)C4)cc2)CC1 (stereo not drawn)	-50	114*	22	-129	-8	-9	21	-43	7	17	5
CCCCCNS(=O)(=O)c1cc2c3c(c1)CCC(=O)N3CCC2	9	25	-1	5	8	18	-3	-21	7	-7	6
O=C(/C(=C/O)N=Nc1ccc(Cl)cc1)c1ccncc1	-28	17	-8	-6	-19	8	-1	4	14	-32	0
c1cc(CN2CCCCC2)cc(OCCCNc2nc3ccccc3s2)c1	4	-1	-2	-6	-4	-3	9	20	-7	1	-1
Cc1ccc2cccc(OCC(=O)Nc3cccc(S(=O)(=O)N4CCCC4)c3)c2n1	35	64*	2	38	18	29	2	-18	6	9	2
CCOC(=O)C1(Cc2cccc(OC)c2)CCN(Cc2cccc3c2OCO3)CC1	4	-2	-4	-2	49	0	4	-5	-3	-36	1
CC1Cc2cc(/C(O)=C3/C(=O)C(=O)N(CCCN4CCOCC4)C3c3ccc(C(C)C)cc3)ccc2O1 (stereo not drawn)	0	8	11	8	-10	-3	3	-1	6	-8	2
Cc1nc2c(c(-c3ccccc3)c1C#N)C(=O)c1ccccc1-2	-2	-8	16	-12	7	0	-56	-1	9	-4	-1

Seven entries from above, ordered by their value in Peg3 prom inh, lowest first:
smiles,Peg3 prom inh,TRPM1 prom inh,TWEAK-Fn14 inh,Shn3 3UTR inh,CF NFkB block,HIF-2a block,NR2E3 ag-1,NR2E3 ag-2
O=C(OCC(=O)N1CCCc2ccccc21)c1c(F)cccc1F,-134,-31,-13,-19,-13,-8,-27,1
O=C(CSc1nc2ccccc2[nH]1)NCc1ccco1,-48,-9,19,-26,-12,-76,-17,1
COc1ccc(C(=O)N2CCC(C)(C(=O)O)C2)cc1OC (stereo not drawn),-13,·,-7,8,6,2,19,·
CC(=O)O[C@H]1CC[C@@]2(C)C(=CC[C@H]3[C@@H]4CC[C@H](C(C)=O)[C@@]4(C)CC[C@@H]32)C1,18,-9,-12,87*,16,-3,4,-4
CCCC(NC(=S)NCC1CCCO1)C12CC3CC(CC(C3)C1)C2 (stereo not drawn),27,-4,34,6,2,22,-2,-4
Cc1nc(NC(=O)/C=C/c2ccccc2)sc1C(=O)Nc1ccc(Cl)cc1,53*,29,-30,57,34,34,-8,-1
OCCN1CCN(CC(O)COc2ccc(C34CC5CC(CC(C5)C3)C4)cc2)CC1 (stereo not drawn),114*,22,-129,-8,21,7,17,5

Record cards (already shown). Order of values: TROY signal inh | Peg3 prom inh | TRPM1 prom inh | TWEAK-Fn14 inh | Shn3 3UTR inh | C8 TRAIL sens | CF NFkB block | KKLEB cytotox | HIF-2a block | NR2E3 ag-1 | NR2E3 ag-2
CC1Cc2cc(/C(O)=C3/C(=O)C(=O)N(CCCN4CCOCC4)C3c3ccc(C(C)C)cc3)ccc2O1 (stereo not drawn) as listed: 0 | 8 | 11 | 8 | -10 | -3 | 3 | -1 | 6 | -8 | 2
Cc1ccc2cccc(OCC(=O)Nc3cccc(S(=O)(=O)N4CCCC4)c3)c2n1 as listed: 35 | 64* | 2 | 38 | 18 | 29 | 2 | -18 | 6 | 9 | 2
O=C(/C(=C/O)N=Nc1ccc(Cl)cc1)c1ccncc1 as listed: -28 | 17 | -8 | -6 | -19 | 8 | -1 | 4 | 14 | -32 | 0

An excerpt; rates above refer to the full screens.
